Source: PubChem
XIAP antagonists: XIAP antagonists, biochemical, IAP family, fluorescence polarization (AID 1018). XIAP BIR domain, fluorescence polarization peptide displacement; higher % means a stronger effect. one-dose displacement, % at 20 µM; IC50 in µM for titrated hits. 200,000 compounds, 0.007% hits; in the data active means displacement above about 50%; further: a part of the inactive calls stands beside numbers as strong as those of hits
LYP inhibition: PTPN22 lymphoid phosphatase activity blockers – biochemical, fluorescence intensity, uHTS (AID 1779) | recombinant LYP phosphatase, fluorescence intensity; higher % means a stronger effect | inhibition, % at 11.5 µM, or IC50 in µM where a hit was titrated | 290,000 compounds, 0.054% hits;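 further: plate controls were vehicle with enzyme for no effect and no enzyme for full effect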
PMI inhibition: human PMI inhibitors, high substrate, primary screen, biochemical, fluorescence intensity, high mannose 6-phosphate (AID 1220); recombinant PMI enzyme, coupled fluorescence intensity; higher % means a stronger effect; inhibition, % at 20 µM; hits with a dose series show IC50 in µM; 190,000 compounds, 0.66% hits
Myeloid diff MLP: promotes myeloid progenitor differentiation | ER-HoxA9 myeloid progenitors, lysozyme-GFP differentiation, flow cytometry | calls only at 10 µM | 360,000 compounds, 1% hits | AID 624256;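 active means normalized GFP-positive differentiation at or above the plate's own cutoff, the solvent-only control mean plus 3 SD; inconclusive means no clear call, values can overlap the other calls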;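 further: cells exposed to compound for four days before flow analysis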
ER stress rescue: protection against thapsigargin-triggered cell killing – 384-well, CSM14.1, ATP luminescence, primary screen (AID 1222). CSM14.1 thapsigargin-induced death rescue, ATP luminescence; higher % means a stronger effect. cellular ATP content (survival), % at 20 µM, or EC50 in µM where a hit was titrated. 190,000 tested, under 10 active;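 active means EC50 below 50 µM in the dose-response confirmation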;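 further: death triggered by thapsigargin at about 15 µM added after 2 h compound pretreatment; cell ATP read after overnight thapsigargin exposure of roughly 18 to 22 hours; normalized against plate controls of thapsigargin alone and 5% DMSO vehicle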
PMI inhibitors: inhibitors of human PMI, primary screen, biochemical, fluorescence intensity, coupled assay (AID 1209); purified PMI enzyme, coupled fluorescence intensity; higher % means a stronger effect; one-dose inhibition, % at 20 µM; IC50 in µM for titrated hits; 190,000 compounds, 0.42% hits;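 further: plate controls were DMSO vehicle for no effect and wells lacking substrate for full effect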
P. falciparum M17LAP: P. falciparum M17LAP inhibitors, primary screen, biochemical, fluorogenic H-Leu-NHMec substrate, 1536-well (AID 1619). recombinant M17LAP, H-Leu-NHMec fluorogenic kinetic assay; higher % means a stronger effect. one-dose inhibition, % at 30 µM; IC50 in µM for titrated hits. 220,000 compounds, 0.38% hits;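 active means compound inhibiting the enzyme by more than half at any dose during confirmatory dose-response retesting; inconclusive means strong single-dose inhibitors picked by rank but not retested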;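 further: plate controls were full reaction with DMSO carrier for no effect and no enzyme background for full effect; strong numbers were not always called active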
TNAP activators: human TNAP enzyme activators, primary screen, biochemical, luminescent, no phosphate acceptor, uHTS (AID 1001); one-dose activation fold at 20 µM; EC50 in µM for titrated hits; 200,000 compounds, 0.03% hits; purified TNAP, luminescent activation assay, no phosphate acceptor; higher activation fold means a stronger effect; in the data active means activation fold from about 3, or a potency from the dose series; inactive means the rest, 99 in 100 with activation fold below about 1.6; further: many of its hits are not listed in these tables
M1AAP inhibition: malaria alanyl aminopeptidase activity blockers – biochemical, fluorogenic H-Leu-NHMec substrate, 1536-well (AID 1445); recombinant M1AAP, H-Leu-NHMec fluorogenic kinetic assay; higher % means a stronger effect; inhibition, % at 30 µM, or IC50 in µM where a hit was titrated; 220,000 compounds, 0.42% hits;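 active means primary inhibition above the hit cutoff, then over 50% inhibition at one or more dose response concentrations, cut at about 23% in these data, passing the limit was not always enough; inconclusive means conflicting primary data, or primary hits not chosen for dose response; inactive means low primary inhibition, or under 50% at every dose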;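 further: plate controls were DMSO full reaction for no effect and no enzyme background for full effect; strong numbers were not always called active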
Myeloid diff MLP GFP+ MAC1+ %: also measured in Myeloid diff MLP; calls as there; GFP+ MAC1+ double positive, %; measured here: differentiation confirmed by MAC1 staining
* = called active by the depositor; i = inactive; ? = inconclusive; . = not tested or not shown; + = active, no number. Unless noted, no stated cut-off is given here; in the data, active means inhibition above about 50%; inactive means the rest. Rows are unselected, and some 2.7% of all compounds hit somewhere here.

SMILES	XIAP antagonists	LYP inhibition	PMI inhibition	Myeloid diff MLP	Myeloid diff MLP GFP+ MAC1+ %	ER stress rescue	PMI inhibitors	P. falciparum M17LAP	TNAP activators	M1AAP inhibition
C#CCOCCOCCOCCNc1nc(N2CCN(C(=O)[C@H](Cc3cc4ccccc4[nH]3)n3cc([C@@H](N)C(C)CC)nn3)CC2)nc(N2CCN(C(=O)[C@H](CCCCN)n3cc([C@@H](N)CC(C)C)nn3)CC2)n1 (stereo partly drawn)	-5.4%	-27%	-28%	.	.	-2.3%	-34%	5%	1.2	6%
Cc1cccc(-c2noc(CCCC(=O)Nc3cccnc3)n2)c1	-1.5%	-3%	0%	i	1.8	2.5%	6%	3%	1.1	6%
CCc1nnc(N/N=C/c2c(C)[nH]c3ccccc23)n1N	-4.0%	0%	29%	i	0.0	0.6%	-10%	7%	1.2	3%
CCC(=O)Nc1nnc(SCC(=O)N2c3ccccc3CC2C)s1 (stereo not drawn)	-1.2%	2%	4%	i	0.8	-1.7%	12%	12%	1.1	3%
CC(C)CSc1nnc2c(n1)[nH]c1ccccc12	-3.4%	-8%	-5%	.	.	0.6%	-7%	-1%	1.2	2%
CCc1ccc(N(C2C=CS(=O)(=O)C2)S(=O)(=O)c2ccccc2)cc1 (stereo not drawn)	5.2%	-1%	5%	i	0.4	-0.6%	10%	-2%	1	2%
Cc1cccc(NC(=O)CCC(=O)N/N=C/c2cc([N+](=O)[O-])ccc2O)c1	-6.7%	-2%	-1%	i	1.2	2.4%	31%	-3%	0.9	14%
Cn1c(/C=N/Nc2nc3ccccc3[nH]2)nc2ccccc21	-5.2%	5%	1%	i	0.3	-0.1%	-5%	-2%	1.7	-9%
Cc1cc(C)cc(NC(=S)Nc2ccc3cn[nH]c3c2)c1	-4.7%	-1%	21%	i	0.8	-1.4%	18%	32%	1.4	9%
Cc1ccc(NC(=O)c2cccs2)cc1NC(=O)c1ccco1	-1.9%	-7%	2%	i	0.4	1.4%	14%	7%	1	9%
CCOc1ccc(N(CC(=O)NCCSc2ccccn2)S(C)(=O)=O)cc1	-6.2%	-8%	11%	i	1.0	0.7%	7%	10%	1.1	0%
COc1ccc(C2SCCN2S(=O)(=O)c2ccc(NC(C)=O)cc2)cc1 (stereo not drawn)	-8.9%	-7%	-1%	+	11*	0.8%	4%	-4%	1.1	-4%
Cc1ccc(SCC(=O)Nc2nccs2)cc1	-4.5%	-3%	-16%	i	0.5	-1.8%	-11%	-1%	1	5%
CC(C)CCC1CC(CSC(=N)N)OC1=O (stereo not drawn)	-8.0%	-4%	4%	i	1.4	-1.0%	5%	-4%	0.8	9%
CC(c1ccco1)N(C(=O)COc1ccc(Cl)cc1)c1ccccn1 (stereo not drawn)	-4.3%	-6%	-8%	i	0.9	-1.8%	2%	-4%	1	5%
CCOc1ccc(NC(=O)Nc2cc(-c3ccccc3)sc2C(=O)OC)cc1	-6.4%	11%	11%	i	0.3	-0.9%	21%	-2%	0.9	8%
Cc1ccc2c(c1C)NC(C(=O)O)C1CC=CC21 (stereo not drawn)	4.8%	20%	-68%	i	3.9	.	-28%	12%	1	18%
COc1ccc(C(C)=O)cc1CSc1nc2nc(C)cc(C)n2n1	-6.4%	-7%	9%	i	1.3	-0.4%	9%	1%	1.1	4%
CCOC(=O)C1CCCN(C(=O)CC(c2ccccc2)c2ccccc2)C1 (stereo not drawn)	-5.2%	-6%	1%	i	1.1	3.8%	3%	-5%	1.1	-1%
CCOc1ccc(C(=O)Nc2cc(S(=O)(=O)Nc3ccccc3Cl)ccc2N2CCOCC2)cc1	-12%	2%	3%	i	0.9	-3.6%	-7%	13%	1.1	2%
CCOc1cc(C(=S)N2CCCCC2)ccc1OCC(=O)NCc1ccccc1	-3.1%	3%	-3%	i	0.7	-1.8%	1%	3%	1.2	5%
Cc1cc(/C=N/NC(=O)c2ccncc2)c(C)n1-c1ccccc1	0.6%	2%	11%	i	0.4	-5.3%	12%	29%	1.2	5%
COc1ccccc1CNCC(=O)N1CC(=O)Nc2ccccc21	-4.7%	-4%	-7%	i	0.1	-0.7%	-4%	8%	1.1	0%
CC(SC1=NCCS1)C(=O)Nc1nnc(-c2ccc(Br)cc2)s1 (stereo not drawn)	-4.7%	4%	4%	i	2.0	-2.1%	10%	9%	1	0%
Cn1c(C(=O)N2CCN(C(=O)c3ccco3)CC2)cc2c(=O)n(C)c3ccccc3c21	-7.1%	-10%	-6%	i	1.3	-0.1%	-9%	5%	0.7	-2%
SMILES	XIAP antagonists	LYP inhibition	PMI inhibition	Myeloid diff MLP	Myeloid diff MLP GFP+ MAC1+ %	ER stress rescue	PMI inhibitors	P. falciparum M17LAP	TNAP activators	M1AAP inhibition
CCCCC1=CC2=C(c3ccco3)C(=O)C(C)(OC(=O)c3ccc(OC)cc3)C(=O)C2=CN1CC1CC1 (stereo not drawn)	.	-5%	.	i	1.2	.	.	2%	.	14%
CCN(CCCn1c(SCC#N)nc2ccccc2c1=O)c1ccccc1	-3.4%	-8%	7%	i	0.6	-0.9%	9%	-3%	1.1	7%
Nc1ncnc2nc(SCCN3CCCCC3)[nH]c12	1.9%	-6%	10%	i	1.7	.	19%	-3%	0.7	4%
C=C(C)CNC(=S)NNC(=O)c1cc(C)oc1C	-2.4%	-7%	1%	i	0.4	-0.7%	1%	10%	1.8	5%
Cc1ccc(-c2nnn(CC(=O)N3c4ccccc4CCc4ccccc43)n2)cc1	1.5%	5%	12%	i	10	5.9%	14%	-1%	1	2%
COc1ccc(OCC(=O)Nc2ccccc2C(=O)N2CCOCC2)cc1	-3.7%	0%	-7%	i	0.2	-1.4%	-18%	-1%	1.1	12%
Cc1noc(C(=O)Nc2ccccc2C(F)(F)F)c1Cl	-7.1%	-3%	59%*	i	3.5	-1.5%	43%	9%	1.1	3%
CN1C(=O)c2ccccc2Sc2ccc(NC(=O)N3CCOCC3)cc21	-0.3%	-2%	-5%	i	0.7	0.8%	-6%	2%	1.1	2%
CCOC(=O)c1ccc(NC(=S)N(CCCN2CCN(CC)CC2)Cc2ccco2)cc1	-1.9%	-5%	-8%	i	0.0	-0.8%	-10%	6%	1.1	3%
O=C(/C=C/Nc1ccc(Oc2ccccc2Cl)cc1)c1ccco1	-8.3%	1%	12%	i	0.1	-0.6%	14%	3%	1	9%
Cc1cccc(OCC(=O)NCC2CCCO2)c1C (stereo not drawn)	-1.2%	-6%	1%	i	0.5	-1.3%	1%	.	1.1	.
COc1cccc(N2CCN(C(=O)c3ccc4nc(N5CCCCC5)sc4c3)CC2)c1	-5.9%	0%	15%	i	1.1	-0.4%	10%	-6%	1.1	3%
COc1ccc(CNCC(=O)Nc2ccccc2-n2cccc2)cc1	-12%	-4%	-8%	?	.	-2.8%	-5%	-1%	1	-1%
CN(c1ccccc1)c1nc(-n2ccnc2)nc(-n2ccnc2)n1	3.0%	-4%	8%	i	1.3	1.7%	6%	9%	1.1	12%
CN(C)c1cccc(C(=O)N/N=C/c2ccsc2)c1	-5.1%	-3%	8%	i	0.9	-6.6%	-1%	-5%	1	-2%
CC1(C)CC(c2nc(-c3ccc(Br)cc3)cs2)CCS1 (stereo not drawn)	-5.5%	-1%	-1%	i	0.4	0.8%	3%	2%	1.1	9%
C#CCn1c(=NC(=O)CN2C(=O)CCC2=O)sc2cccc(OC)c21	.	-5%	.	i	0.3	.	.	11%	.	7%
CCOc1ccc(C(=O)/C=C/c2ccc(OC)c(OC)c2)cc1	0.1%	4%	8%	i	0.0	0.6%	8%	6%	1.1	7%
C=C(C)Cn1c(C2CC(=O)N(c3ccccc3F)C2)nc2ccccc21 (stereo not drawn)	-5.2%	-9%	4%	i	1.0	-1.7%	7%	1%	1	7%
CCOC(=O)c1cnn(CCOC(=O)c2cccs2)c1NC(=O)c1cccs1	-0.4%	2%	0%	i	0.5	-1.2%	-3%	-1%	1.1	6%
CC(=O)Oc1ccc(C(=O)Nc2nccs2)cc1	-2.2%	-4%	2%	i	1.6	-0.1%	0%	-8%	1.2	14%
Cc1cc(C)n2nc(C(=O)NNC(=O)c3ccc(Cl)cc3)nc2n1	.	-11%	.	i	0.3	.	.	6%	.	16µM*
Cc1onc(-c2ccccc2)c1C(=O)NC(=S)NNC(=O)c1cccnc1	-0.6%	-9%	-7%	i	0.6	-0.7%	-8%	19%	2.5	-11%
CCNCC(=O)Nc1ccc(N2CCOCC2)cc1	-8.0%	0%	-16%	i	0.8	-0.7%	-31%	-3%	1.1	7%
COc1ccccc1N(C(=O)c1cncc(Br)c1)c1nc(-c2ccc(C)cc2)cs1	-6.8%	11%	-2%	i	0.0	1.1%	7%	-5%	1	14%

Record cards, from the list above.
Entry for COc1ccc(CNCC(=O)Nc2ccccc2-n2cccc2)cc1 → XIAP antagonists: -12%; LYP inhibition: -4%; PMI inhibition: -8%; Myeloid diff MLP: ?; Myeloid diff MLP GFP+ MAC1+ %: .; ER stress rescue: -2.8%; PMI inhibitors: -5%; P. falciparum M17LAP: -1%; TNAP activators: 1; M1AAP inhibition: -1%
Entry for CN(C)c1cccc(C(=O)N/N=C/c2ccsc2)c1 → XIAP antagonists: -5.1%; LYP inhibition: -3%; PMI inhibition: 8%; Myeloid diff MLP: i; Myeloid diff MLP GFP+ MAC1+ %: 0.9; ER stress rescue: -6.6%; PMI inhibitors: -1%; P. falciparum M17LAP: -5%; TNAP activators: 1; M1AAP inhibition: -2%

Next section
SMILES	XIAP antagonists	LYP inhibition	PMI inhibition	Myeloid diff MLP	Myeloid diff MLP GFP+ MAC1+ %	ER stress rescue	PMI inhibitors	P. falciparum M17LAP	TNAP activators	M1AAP inhibition
Cc1cccc2sc(NC(=O)C3=NN(c4ccccc4)C(=O)CC3)nc12	-4.7%	-7%	-12%	i	0.8	-1.2%	-2%	-3%	1	8%
CCOC(=O)CN1C(=O)COc2ccc(C(C)(C)C)cc21	-6.4%	-4%	5%	i	6.8	-0.3%	7%	-2%	1.1	5%
C/C(Cn1cnc([N+](=O)[O-])n1)=N\NC(=O)c1ccncc1	-2.5%	-6%	3%	i	0.1	-2.0%	-3%	-5%	1.1	-6%
O=C(CN1CCCCC1)NCC1(c2ccccc2)CCCC1	0.4%	-6%	.	i	0.1	0.8%	.	.	1.1	.
CC(=O)Nc1ccc(NC(=O)C(C)n2nc([N+](=O)[O-])c(Br)c2C)cc1 (stereo not drawn)	0.6%	-8%	5%	i	5.5	-1.6%	-7%	-2%	1	8%
Clc1ccc(-c2cn3cc(Br)ccc3n2)cc1Cl	-1.4%	-5%	-15%	i	0.3	-2.3%	-12%	13%	1	-1%
COc1ccccc1N1CCN(C(=O)Nc2cccc(Cl)c2)CC1	1.1%	0%	-2%	i	0.4	-0.8%	0%	2%	1.3	2%
O=C(NCCC(=O)N1CCN(c2ncccn2)CC1)c1ccccc1Cl	-8.5%	-11%	0%	i	0.4	-1.4%	-2%	-2%	1.1	9%
Cc1oc(C)c(S(=O)(=O)NCc2cccs2)c1C(=O)O	.	2%	.	i	1.2	.	.	5%	.	0%
